High-throughput results as filed in PubChem BioAssay.
INS-1E GSIS act: primary screen for activators of insulin secretion dependent on glucose, INS-1E cells, GLuc reporter luminescence; INS-1E GLuc reporter insulin secretion, 2-3 h; activation, % at 16.6 µM; hit rate 0.61% among 370,000; AID 743287;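 active means lowest replicate activation of at least 40%, so every replicate reaches that level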;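 further: 0% = median of neutral control wells and 100% = median of IBMX positive control wells; some compounds called inactive have numbers as strong as hits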
F508del corr: CFTR F508del correction in bronchial cells. CFBE cells, YFP halide quenching; stimulated with forskolin plus potentiator P3; % fluorescence drop versus neutral controls. activity (quench increase), % at 7.58 µM. hit rate 0.36% among 350,000. AID 720511;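 active means mean added fluorescence quench of at least 8% versus neutral control, with both replicates also reaching 8%; inconclusive means only one of the mean or replicate conditions met; inactive means mean below 8% and not both replicates reaching 8%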;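 further: cells transiently co-express mutant CFTR-F508del with the halide-sensitive YFP; corrector assay measuring rescue of mutant channel to the surface after 24 h compound exposure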
XiGFP reactiv: X-chromosome reactivation activator; AID 743238; activation, % at 7.58 µM; hit rate 0.055% among 360,000; XiGFP mouse fibroblasts, % GFP-positive cells imaging, 3 d; cells co-treated with 5-aza-dC sensitizer; scaled so ellipticine positive control = 100%;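 active means mean normalized replicate activation at least 10% and every replicate at or above 10%; inconclusive means only one of the two criteria met; inactive means mean below 10% and not all replicates reach 10%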;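 further: 0% = median of on-plate neutral control wells and 100% = ellipticine 6 µM median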
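System: SV40-immortalized XiGFP fibroblast cells, line 68-5-11 / Incubation: 3-day compound exposure, then 15 min fixation at room temperature / Compound: single concentration per compound, delivered by pin transfer / Buffer or medium: DMEM plus 5-aza-dC sensitizer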
RAD52 inh: RAD52 (human) annealing inhibition; P43351; recombinant RAD52 DNA annealing, FRET fluorescence; inhibition, % at 18.7 µM; hit rate 0.46% among 360,000;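 active means every replicate showing at least 50% inhibition; inconclusive means mean inhibition at least 50% but not in every replicate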
Target sequence (P43351 whole entry, looked up): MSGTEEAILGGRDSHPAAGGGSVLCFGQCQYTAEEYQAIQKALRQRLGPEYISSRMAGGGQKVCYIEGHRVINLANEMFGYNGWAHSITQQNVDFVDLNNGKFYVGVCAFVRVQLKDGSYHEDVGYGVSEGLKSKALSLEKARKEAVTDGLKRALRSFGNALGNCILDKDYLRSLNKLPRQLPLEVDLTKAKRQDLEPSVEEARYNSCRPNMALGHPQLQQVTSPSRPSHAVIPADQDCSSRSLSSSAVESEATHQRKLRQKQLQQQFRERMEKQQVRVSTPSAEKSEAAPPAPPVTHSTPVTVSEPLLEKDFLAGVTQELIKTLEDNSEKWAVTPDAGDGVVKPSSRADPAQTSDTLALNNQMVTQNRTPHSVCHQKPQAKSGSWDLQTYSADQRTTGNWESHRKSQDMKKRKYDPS
RAD54 branch: RAD54 (human) branch migration inhibition | Q92698 | RAD54 Holliday junction branch migration, FAM/BHQ fluorescence | inhibition, % at 10.4 µM | hit rate 0.14% among 360,000 | AID 602329;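 active means mean normalized replicate activity at least 40 and at least half of replicates scoring 40 or more; inconclusive means only one of the two criteria met; inactive means mean below 40 and under half of replicates reaching 40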;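 further: 0% = median of neutral control wells and 100% = median of positive control wells; inhibitors cause a drop in the FAM fluorescence signal; in these data hits start at about 50%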
DENV2 CPE: protects cells from dengue virus 2 cytopathic effect; AID 651640; CPE inhibition, % at 9.99 µM; DENV2-infected cells, cytopathic effect rescue, plate reader; hit rate 1.7% among 350,000; in the data active means CPE inhibition above about 20%, passing the limit was not always enough; inconclusive means no clear call, values can overlap the other calls; tested in BHK-21 cells;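 further: 0% = median of neutral control wells and 100% = median of positive control wells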
E-sel inducer: E-selectin induction on HUVECs; HUVEC E-selectin immunofluorescence imaging; normalized: neutral wells 0, TNF-alpha wells 100; P16581; AID 686992; hit rate 0.37% among 260,000; activation, % at 7.58 µM;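 active means mean E-selectin-positive cell signal at least 10% of the positive control, reached in at least 60% of replicates, without over 20% cell loss; inconclusive means no rule given, readout overlaps actives, possibly toxicity-flagged; inactive means the rest, including those meeting only one limit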;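 further: in these data hits start at about 27%; measured in HUVEC primary endothelial cells; signal is the percent of cells scored E-selectin positive by PE staining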
Target sequence (P16581 whole entry, looked up): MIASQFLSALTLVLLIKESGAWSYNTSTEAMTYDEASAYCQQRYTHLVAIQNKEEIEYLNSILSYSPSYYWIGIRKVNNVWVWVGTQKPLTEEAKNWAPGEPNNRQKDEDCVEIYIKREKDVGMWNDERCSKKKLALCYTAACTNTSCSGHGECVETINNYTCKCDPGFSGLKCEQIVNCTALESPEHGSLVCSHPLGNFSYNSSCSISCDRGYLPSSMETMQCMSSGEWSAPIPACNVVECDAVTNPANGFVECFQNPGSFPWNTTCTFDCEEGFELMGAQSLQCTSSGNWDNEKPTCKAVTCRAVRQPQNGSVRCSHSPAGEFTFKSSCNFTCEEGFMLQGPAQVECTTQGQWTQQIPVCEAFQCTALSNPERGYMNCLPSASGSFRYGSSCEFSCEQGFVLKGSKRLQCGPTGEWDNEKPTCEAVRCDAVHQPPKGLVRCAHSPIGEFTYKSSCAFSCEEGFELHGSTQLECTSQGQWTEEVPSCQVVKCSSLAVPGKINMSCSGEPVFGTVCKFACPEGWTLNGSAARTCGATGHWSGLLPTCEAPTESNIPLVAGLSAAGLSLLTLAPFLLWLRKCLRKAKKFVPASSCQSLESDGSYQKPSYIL
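System: HUVEC, human umbilical vein endothelial cells; quantity: 3,000 cells/well; buffer or medium: EGM-2 medium, gelatin-coated wells; dosing: single-point compound dose; detection: immunofluorescence imaging; evaluation: % PE-positive cells; benchmarks: TNF-alpha, DMSO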
Casp6 inh: blocks human caspase-6 cleavage activity | purified caspase-6, Z-VEID-R110 cleavage fluorescence | inhibition, % at 12.5 µM | hit rate 0.53% among 350,000 | AID 686996;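 active means mean inhibition across replicates at least about 35%, with every replicate also reaching that limit, limit read from the data; inconclusive means only one of the two criteria met; inactive means neither criterion met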;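 further: 0% = median of neutral control wells and 100% = no fluorescence left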
* = called active by the depositor; ? = inconclusive; · = no result given.

Order of results: INS-1E GSIS act	F508del corr	XiGFP reactiv	RAD52 inh	RAD54 branch	DENV2 CPE	E-sel inducer	Casp6 inh
COc1ccc(OC)c(Nc2ccc(Nc3cc(OC)ccc3OC)nn2)c1
→ ·	3.5	0.0	11	7	-7	·	-1
CC(C)N(Cc1ccccc1)C(=O)COC(=O)c1ccc(S(=O)(=O)N2CCOCC2)cc1
→ 28	1.4	0.2	-4	4	-7	0.0	1
CCCOc1ccc(C(=O)Nc2cccnc2)cc1
→ 1	-0.7	0.2	-2	-12	-2	0.1	0
Cc1nn(-c2ccccc2)c(-c2ccccc2[N+](=O)[O-])c1C(=O)O
→ -11	0.4	-0.1	-26	-2	3	·	-3
CCCNC(=O)N1CC(=O)N2[C@H](CO)[C@@H](c3ccc(C#CCC4CCCC4)cc3)[C@H]2C1
→ -5	1.6	0.0	-16	·	-2	-0.1	4
C[C@@H]1CCCCO[C@@H](CN(C)S(C)(=O)=O)[C@@H](C)CN([C@H](C)CO)C(=O)c2cc(NC(=O)Nc3ccc4c(c3)OCO4)ccc2O1
→ 8	0.4	0.0	-10	13	13	0.0	-1
Cc1ccc(S(=O)(=O)Nc2ccc3c(c2)CC(=O)N([C@H](C)CO)C[C@@H](C)[C@H](CN(C)S(=O)(=O)c2ccc(C)cc2)O3)cc1
→ 4	1.4	0.1	-12	4	-6	-0.4	0
CC(C)NC(=O)Nc1cccc2c1O[C@H](CN(C)S(=O)(=O)c1cn(C)cn1)[C@@H](C)CN([C@@H](C)CO)C2=O
→ -9	0.1	0.0	-14	-3	?	0.1	2
COc1cc(C(=O)N/N=C(\C)Cn2nc([N+](=O)[O-])cc2C)ccc1O
→ -2	·	-0.1	·	-6	·	0.7	·
Cc1ccc(/C=N/NC(=O)CNC(=O)Cc2ccccc2)o1
→ -11	·	0.4	-24	·	0	-0.2	1
CC(C)N1CCc2c(sc(NC(=O)c3nc4ccccc4s3)c2C(N)=O)C1
→ -8	-0.2	0.0	68*	·	-1	17	1
CC(C)c1ccc(OCC(=O)NC2CCCC2)cc1
→ 0	1.8	0.0	4	-6	-6	1.3	2
COc1cc(/C=C2/C(=O)N(c3ccc(Br)cc3)N=C2C)cc(OC)c1OC
→ 7	·	·	-14	3	·	·	1
COc1ccc2c3c([nH]c2c1)[C@@H](CO)N(C(C)=O)CC31CCN(C(=O)Nc2ccccc2F)CC1
→ 10	-2.1	0.3	11	·	9	0.5	-4
CCn1nc(C)c(Br)c1-c1nc(-c2cccc(C)c2)no1
→ 14	1.0	0.2	-16	-7	3	6.8	-2
C[C@@H]1CCCCO[C@@H](CN(C)C(=O)c2ccccc2)[C@H](C)CN([C@H](C)CO)C(=O)c2cc(NS(=O)(=O)c3ccc(F)cc3)ccc2O1
→ -6	-0.4	0.0	-9	-2	22*	0.5	2
Cc1cccc2sc(NS(C)(=O)=O)nc12
→ 37	3.9	0.1	1	·	-4	·	-1
COc1ccccc1N1CCN(C2CC(=O)N(c3ccc(Cl)cc3)C2=O)CC1 (stereo not given)
→ 3	-1.3	0.1	-12	-2	4	0.3	0
O=C(NCc1cccnc1)NC1(c2ccccc2)CC1
→ 2	-2.0	0.0	-8	1	13	-0.2	2
C[C@@H]1CN([C@H](C)CO)C(=O)c2cc(NC(=O)c3ccccc3)ccc2O[C@@H](C)CCCCO[C@H]1CN(C)C(=O)Nc1ccc(F)cc1
→ -19	-3.0	-0.5	-31	-7	-11	0.0	3
c1ccc(CN2CCC3CC2c2c3cccc2N2CCOCC2)cc1 (stereo not given)
→ 36	-0.3	0.6	-11	1	4	9.6	-2
COC(=O)C1=C(C)N(Cc2ccccc2C(F)(F)F)C(=NCc2cccc(C(F)(F)F)c2)NC1c1ccc(F)cc1 (stereo not given)
→ ·	0.5	0.5	16	·	-7	-0.5	-1
COC(=O)c1cccc(NC(=O)c2onc3c2CCCC3)c1
→ 14	-0.1	0.1	-7	0	-5	0.5	-2
CCN(CC)c1ncnc2c1ncn2[C@H]1CN(Cc2cc(OC)c(OC)c(OC)c2)C[C@@H](CO)O1
→ 38	1.8	0.0	2	-6	3	0.0	-2
O=C(Nc1ncc([N+](=O)[O-])s1)c1ccco1
→ ·	1.2	-0.1	-18	-8	-8	0.0	-2
NC(=O)N/N=C/c1coc2ccc(O)cc2c1=O
→ -11	2.3	0.1	-7	7	6	2.0	2
CC(C)NC(=O)Nc1ccc2c(c1)C(=O)N(C)[C@@H]1CC[C@H](CC(=O)NCC(F)(F)F)O[C@@H]1CO2
→ 20	2.8	0.0	·	-13	-1	-0.1	·
O=C(Nc1cc(S(=O)(=O)N2CCOCC2)ccc1N1CCOCC1)c1ccc(Cl)nc1
→ -14	-0.5	0.0	-10	-6	·	0.3	-2
O=C(NCC(c1cccs1)N1CCOCC1)c1cc(-c2ccc(F)cc2)nc2ccccc12 (stereo not given)
→ -6	1.7	0.3	-11	·	0	3.0	1
Cc1[nH]n(-c2ccc(C(=O)O)cc2)c(=O)c1CCO
→ 6	-1.6	0.2	-13	·	-8	·	0
N#Cc1cccc(-c2ccc3c(c2)[C@@H]2[C@@H](CCN2C(=O)c2ccncc2)[C@H](CO)N3)c1
→ 19	-0.6	0.2	·	3	8	0.5	·
COc1ccc(CCNC(=O)c2ccccc2SC)cc1
→ 9	0.2	0.0	-6	·	1	·	-3
Cc1cccc(C(=O)Oc2ccc(/C=N/NC(=O)c3ccc(O)cc3)cc2)c1
→ 17	-1.5	0.0	-7	-12	6	0.6	-2
C/C(=N\NC(=O)c1ccc(CSc2nncn2C)cc1)c1cccs1
→ 7	1.1	-0.1	-6	·	-6	0.1	2
N#Cc1cc(S(=O)(=O)c2ccc(Cl)cc2)c(N)[nH]c1=O
→ 11	2.7	0.3	-28	8	3	0.3	·
C=CCSc1nnc(-c2ccc([N+](=O)[O-])cc2)o1
→ 0	-6.2	0.2	-10	1	-2	0.0	2
COc1ccc(CN(C)C[C@H]2Oc3c(NC(=O)Nc4ccc(C(F)(F)F)cc4)cccc3C(=O)N([C@@H](C)CO)C[C@@H]2C)cc1
→ -8	3.9	-0.5	7	2	0	0.3	-1
O=C(c1ccccc1)N1CC(=O)N2[C@@H](CO)[C@H](c3ccc(C4=CCCC4)cc3)[C@@H]2C1
→ 5	3.0	0.1	-44	·	12	-0.2	·
CC1(C)Cc2nc3sc(C(=O)NCCCO)c(N)c3cc2CS1
→ 10	0.3	-0.1	-15	·	-5	4.0	0
COc1cc2cc(CN(CCCN3CCOCC3)Cc3nnnn3Cc3ccccc3)c(=O)[nH]c2cc1OC
→ 6	-1.7	0.0	7	·	4	5.4	-2
C/C=C/c1ccc([C@H]2[C@@H](CO)N(C(=O)c3cnccn3)C23CN(C(=O)CC)C3)cc1
→ 8	-0.8	0.0	-11	·	5	-0.2	0
N/C(=N\OC(=O)c1cccs1)c1cccc([N+](=O)[O-])c1
→ 3	-2.7	0.1	-4	-8	-2	·	4
COc1ccc(C(=O)NCCN2C(=O)S/C(=C\c3cccnc3)C2=O)cc1[N+](=O)[O-]
→ -1	0.9	·	-28	·	6	-0.1	1
COc1ccccc1C1NC(=O)NC(C)=C1C(=O)OC1CCCC(C)C1 (stereo not given)
→ 3	-3.0	0.0	-5	-1	-2	·	0
COc1ccc(-c2noc(CCCC(=O)Nc3cccnc3)n2)cc1OC
→ ·	0.7	9.2	-6	·	5	-0.6	-1
C/C=C/c1ccc([C@H]2[C@@H](CO)N(C(=O)CN(C)C)[C@H]2CNC(=O)CC)cc1
→ 8	-2.5	-0.1	-2	·	3	0.1	0
C[C@@H]1CN([C@H](C)CO)C(=O)Cc2cc(NC(=O)Nc3cccc4ccccc34)ccc2O[C@H]1CN(C)C
→ -11	1.8	-0.4	9	-2	13	1.7	-1
C/C(=N/NC(=O)c1ccc(O)cc1)c1cccc([N+](=O)[O-])c1
→ 1	0.2	0.0	-10	·	-11	-1.5	-3
COC(=O)[C@]12C[C@H](CC(=O)N3CCN(C(=O)c4ccco4)CC3)C(=O)N(Cc3ccc4c(c3)OCO4)C1=C[C@H](COCc1ccccc1)O[C@@H]2C
→ -8	3.0	0.2	-20	·	-4	0.1	4
C[C@H](NC(=O)[C@H]1[C@H](CO)[C@H]2Cn3c(ccc(-c4ccccc4)c3=O)[C@@H]1N2C)c1ccccc1
→ -5	-2.9	-0.1	3	-5	?	-0.5	-1
C[C@H]1CN([C@@H](C)CO)C(=O)c2cccc(NS(=O)(=O)c3ccccc3)c2O[C@@H]1CN(C)Cc1ccc(C(=O)O)cc1
→ 11	-0.3	-0.2	2	2	31*	0.2	4
CCCNC(=O)C[C@@H]1CC[C@@H]2[C@@H](COc3ccc(NC(=O)C4CCOCC4)cc3C(=O)N2C)O1
→ 15	-1.0	0.2	7	0	-3	0.1	0
CO[C@H]1CN(C)C(=O)c2cc(NS(=O)(=O)c3ccccc3C)ccc2OC[C@@H](C)NC[C@H]1C
→ -10	-1.4	0.2	-25	4	17	0.0	2
CCOC(=O)C1(Cc2ccccc2Cl)CCN(S(C)(=O)=O)CC1
→ 8	3.2	0.0	-10	·	14	0.1	-3
COc1ccc(/C=C/C(=O)OCC(=O)NC2CCCC2)c(OC)c1
→ 17	-0.6	-0.1	6	-4	-5	·	1
C[C@@H]1CN([C@@H](C)CO)C(=O)c2cc(C3=CCCC3)cnc2O[C@H]1CN(C)C(=O)C1CCCCC1
→ 1	2.9	0.4	7	-8	?	-0.2	0
CC(C)NC(=O)Nc1ccc2c(c1)C(=O)N([C@H](C)CO)C[C@@H](C)[C@@H](CN(C)CC1CCCCC1)OCCCC[C@H](C)O2
→ 32	-1.8	0.3	15	3	2	-0.1	-3
COc1ccccc1C#Cc1ccc([C@@H]2[C@H](CO)N3CCCCN(CCC(F)(F)F)C[C@@H]23)cc1
→ -12	0.6	0.2	44	20	-6	-0.2	-4
COCCCn1c(-c2cccc(Cl)c2)nc2c1c(=O)[nH]c(=O)n2Cc1ccccc1
→ 13	1.8	0.0	-6	7	8	0.5	2
COC(=O)c1ccc(OC(=O)/C=C/c2ccco2)cc1
→ -5	-0.5	0.3	-13	-13	-4	·	36*

Next records:
Order of results: INS-1E GSIS act	F508del corr	XiGFP reactiv	RAD52 inh	RAD54 branch	DENV2 CPE	E-sel inducer	Casp6 inh
COCC(=O)N1CC[C@H]2[C@@H]1c1cc(-c3cccc(F)c3)ccc1N(C)[C@H]2CO
→ -19	2.3	-0.1	4	18	-2	-0.1	-3
C[C@@H]1CN([C@H](C)CO)C(=O)c2cccc(NC(=O)Nc3ccc(C(F)(F)F)cc3)c2O[C@H]1CN(C)Cc1ccncc1
→ -24	2.8	0.0	-12	8	5	-9.6	3
O=C(CCS(=O)(=O)Cc1ccc(Cl)cc1)NCCCN1CCOCC1
→ 19	-0.3	·	-7	-5	-16	·	-27
O=C1c2cccnc2C(Nc2ccc(Cl)cc2)N1Cc1cccs1 (stereo not given)
→ 10	3.3	0.2	-8	-6	-11	-1.3	2
COc1ccc(S(=O)(=O)Nc2ccc3c(c2)C(=O)N([C@H](C)CO)C[C@H](C)[C@H](CN(C)S(=O)(=O)c2cn(C)cn2)OCCCC[C@H](C)O3)cc1
→ -1	0.5	-1.2	5	3	2	-0.1	-1
O=c1c2nccnc2[nH]c(=S)n1Cc1ccccc1
→ 3	-1.7	-0.1	-10	·	0	0.8	6
